High-throughput results deposited in PubChem BioAssay by several laboratories.
TRPC6 inh – mouse TRPC6 channel inhibition | Q61143 | HEK293-TRPC6, membrane potential dye, ACh-evoked depolarization; hits give low values | B-score at 10 µM | actives 1.1% (n = 310,000) | AID 2553;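 active = B-score under library mean minus 3 SD, initial fluorescence not abnormally high, positive integrated signal ratio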;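 note: B-score derived from integrated fluorescence ratio over the kinetic read; more negative B-score means stronger inhibition of depolarization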
Target sequence (Q61143 whole entry, looked up): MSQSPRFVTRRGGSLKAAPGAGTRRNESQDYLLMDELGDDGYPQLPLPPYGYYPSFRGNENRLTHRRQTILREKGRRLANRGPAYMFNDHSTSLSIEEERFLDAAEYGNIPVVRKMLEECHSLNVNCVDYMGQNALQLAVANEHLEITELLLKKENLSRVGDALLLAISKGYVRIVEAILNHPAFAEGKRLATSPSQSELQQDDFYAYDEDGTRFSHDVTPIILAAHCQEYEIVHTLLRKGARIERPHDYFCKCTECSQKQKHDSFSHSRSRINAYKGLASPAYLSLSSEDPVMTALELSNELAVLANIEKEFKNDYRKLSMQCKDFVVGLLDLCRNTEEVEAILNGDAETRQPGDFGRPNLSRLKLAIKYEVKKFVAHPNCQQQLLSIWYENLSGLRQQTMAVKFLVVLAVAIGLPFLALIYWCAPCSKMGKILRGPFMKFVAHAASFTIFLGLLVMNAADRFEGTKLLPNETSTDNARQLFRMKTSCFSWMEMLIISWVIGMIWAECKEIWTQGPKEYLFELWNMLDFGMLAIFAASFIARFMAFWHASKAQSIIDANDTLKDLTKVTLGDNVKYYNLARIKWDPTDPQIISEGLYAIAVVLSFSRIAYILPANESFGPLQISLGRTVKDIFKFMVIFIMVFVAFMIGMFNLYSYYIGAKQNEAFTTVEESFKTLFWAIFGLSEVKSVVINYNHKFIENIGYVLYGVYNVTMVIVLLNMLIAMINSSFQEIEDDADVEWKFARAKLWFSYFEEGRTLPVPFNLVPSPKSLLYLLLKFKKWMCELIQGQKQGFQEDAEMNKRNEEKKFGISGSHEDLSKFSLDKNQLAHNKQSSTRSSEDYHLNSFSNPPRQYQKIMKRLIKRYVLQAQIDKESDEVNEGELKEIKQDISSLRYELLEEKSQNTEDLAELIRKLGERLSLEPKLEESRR
RGS4 block – inhibitors of human RGS4. actives 0.45% (n = 310,000). B-score at 10 µM. HEK293 M3R/RGS4 inducible, Fluo-4 calcium flux; hits give high values; triggered by carbachol at its EC20. P49798;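 active = B-score, a plate-corrected calcium signal, over three deviations above library mean, with baseline fluorescence within five deviations of library mean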;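 note: RGS4 expression induced by doxycycline in cells with stable M3 receptor; B-score is computed from the integrated fluorescence ratio over baseline after carbachol; higher B-score means a larger calcium signal and so more RGS4 inhibition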
HIF activator – HIF pathway transcriptional activation; actives 0.32% (n = 300,000); U2OS HRE-luciferase reporter, luminescence; normalized: DMSO 0%, desferrioxamine 100%; activation, % at 7.5 µM (by protocol);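 active = mean activation of at least 10% of the iron chelator positive control signal, with at least half of replicates also reaching 10%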
SKKanGAS inh – blocks kanamycin growth of S. pyogenes SKKanGAS strain; BacTiter-Glo, 6 h; inhibition, % at 7.5 µM; actives 1.3% (n = 300,000); AID 1662;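 active = mean replicate score, as percent of positive control median, at least 50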;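 note: strain carries kanamycin resistance gene driven by streptokinase promoter and grows in 40 µg/ml kanamycin; loss of luminescence reflects streptokinase promoter inhibition or plain growth inhibition; 0% = median of DMSO wells and 100% = positive control at its reference dose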
MrgX1 antag – antagonists of human MrgX1 receptor; MRGX1-HEK293 calcium flux, Fluo-4, BAM8-22 antagonism; hits give low values; B-score at 10 µM; actives 1.3% (n = 310,000);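 active = calcium-response B-score plate-corrected more than 3 library SD below zero, starting fluorescence within 5 deviations, no agonist response on first addition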;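 note: peak minus trough fluorescence over baseline after final BAM8-22 challenge near maximal dose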
Platelet DG rel – modulates dense granule release in human platelets. actives 0.22% (n = 300,000). human platelet-rich plasma, SFLLRN dense granule ATP release, luminescence. inhibition, %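 (compounds screened at 7.5 µM in platelet-rich plasma)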. AID 1663;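 active = mean replicate score, as percent of positive control, at or above 50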
TRPC4 inh – inhibitors of mouse TRPC4 channel. Q9QUQ5. HEK293 TRPC4beta/mu-opioid, DAMGO-evoked Fluo4 calcium flux; hits give low values. B-score at 10 µM. actives 0.39% (n = 300,000). AID 2247;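 active = B-score over 3 SD under the library average, no early fluorescence shift, positive overall ratio signal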
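Material: HEK293 cells with stable TRPC4beta plus mu-opioid receptor expression / Probe or stimulus: DAMGO in two steps, submaximal then maximal / Compound: single concentration per test compound / Technique: kinetic Fluo4 fluorescence imaging of calcium influx / Read-out: per-well B score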
RGS4 act – RGS4 potentiation or activation; B-score at 10 µM; HEK293 M3R/inducible RGS4, carbachol calcium flux Fluo4; hits give low values; AID 463111; actives 0.92% (n = 310,000);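 active = B-score of the integrated calcium signal more than 4 SD below the library mean, with starting fluorescence not abnormally high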;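 note: negative B-score means reduced calcium response which marks RGS4 activation or potentiation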
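Detection: kinetic calcium fluorescence imaging with Fluo4-AM dye, 2 µM / Material: HEK293 cells with stable M3R and inducible RGS4 / Schedule: recording 10 s baseline at 1 Hz, 100 s post-agonist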
MrgX1 agonist – activates human MrgX1 receptor signaling. B-score at 10 µM. Q96LB2. MrgX1-HEK293 cells, Fluo-4 calcium fluorescence, agonist mode; hits give high values. AID 588627. actives 0.44% (n = 310,000);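 active = calcium response B-score plate-corrected fluorescence ratio at least 3 library SD, with starting fluorescence B-score inside 5 SD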
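System – MrgX1-expressing HEK293 cells · Incubation – cells plated overnight, dye loaded 0.5 h 37 °C, 0.5 h room temperature · Technique – kinetic Fluo-4 NW fluorescence of intracellular calcium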
TRPC6 activator – activates the mouse TRPC6 cation channel. B-score at 10 µM. HEK293-TRPC6 membrane potential dye fluorescence; hits give high values. actives 0.13% (n = 310,000);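 active = B-score of the integrated fluorescence ratio above library mean plus 3 SD, and starting fluorescence ratio within library mean plus 5 SD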;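 note: higher score means more depolarization so channel activation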
MrgX1 allo act – allosterically activates human MrgX1 receptor signaling; Q96LB2; MrgX1-HEK293, Fluo-4 calcium flux, FDSS; hits give high values; actives 0.63% (n = 310,000); B-score at 10 µM;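 active = plate-corrected calcium response at least 3 library SD above typical, normal starting fluorescence, not activating the receptor alone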;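 note: compound read alongside a low EC10 to EC30 dose of BAM8-22 agonist; peak minus trough fluorescence over baseline measured at the second addition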
The depositor's hits bear a star; i = inactive; / = not tested or not shown.

nr	Molecule	TRPC6 inh	RGS4 block	HIF activator	SKKanGAS inh	MrgX1 antag	Platelet DG rel	TRPC4 inh	RGS4 act	MrgX1 agonist	TRPC6 activator	MrgX1 allo act
1	O=C1NC(c2cccc([N+](=O)[O-])c2)Oc2ccccc21 (stereo not drawn)	i	i	0.1	2.9	i	-2.4	i	i	i	i	i
2	Cc1oc(C(C)(C)C)c(CN2CCOCC2)c1C(=O)O	i	i	0.1	-1.5	i	-7.0	i	i	i	i	i
3	O=C(c1ccc(Oc2ccc(C(F)(F)F)cn2)cc1)N1CCN(c2ccccc2)CC1	i	i	-0.4	1.6	i	-3.4	i	i	i	i	i
4	CCn1c(=O)c(C(=O)NCCc2ccc(OC)c(OC)c2)c(O)c2ccccc21	i	i	0.6	-1.1	i	0.3	i	i	i	i	i
5	CCN(CC)S(=O)(=O)c1ccc2[nH]cc(C(=O)NCCCN3CCCCC3C)c(=O)c2c1 (stereo not drawn)	i	i	0.3	-4.3	i	2.2	i	i	i	i	i
6	CCC(=O)c1ccc(OCC(O)Cn2cnc3ccccc32)cc1 (stereo not drawn)	i	i	0.8	-3.9	i	-0.7	i	i	i	i	i
7	CCOc1ccc(C(=O)Nc2sc3c(c2C(=O)OC)CC(C)(C)NC3(C)C)cc1	i	i	0.5	-1.5	i	4.8	i	i	i	i	i
8	Cc1c(Cl)c(=O)oc2cc(OC(C)C)ccc12	i	i	0.0	2.4	i	9.3	i	i	i	i	i
9	CCCCN(C(=O)CCCc1nc2ccccc2c(=O)[nH]1)c1c(N)n(CCCC)c(=O)[nH]c1=O	i	i	0.2	-5.2	i	10.3	i	i	i	i	i
10	O=S(=O)(c1ccc(Cl)cc1)N1CCC2(CC1)OCCO2	i	i	-0.4	2.0	i	-0.9	i	i	i	i	i
11	COCCNC(=O)CSc1n[nH]c(=O)n1CCc1ccccc1	i	i	-17.1	0.8	i	-2.7	i	i	i	i	i
12	O=C1CN(C(=O)c2ccccc2C(=O)O)c2ccccc2N1	i	i	0.1	-7.0	i	6.4	i	i	i	i	i
13	Cn1nnc2cc(C(=O)Nc3ccccc3)ccc21	i	i	4.3	-2.9	i	-1.0	i	i	i	i	i
14	Cc1ccc(CS(=O)(=O)CCC(=O)NCc2cccs2)cc1	i	i	/	12.3	i	0.9	i	i	i	i	i
15	CCN1CCN(CC2COc3ccccc3O2)CC1 (stereo not drawn)	i	i	-16.9	-2.1	i	1.5	i	i	i	i	i
16	CCC(C)[C@H]1COCCS(=O)(=O)N1Cc1ccccc1F (stereo partly drawn)	i	i	-0.3	-3.6	i	1.6	i	i	i	i	i
17	Cc1ccccc1NC(=S)N(CCN1CCCCC1)Cc1ccco1	i	i	0.1	-3.9	i	-3.3	i	i	i	i	i
18	COc1ccccc1NC(=S)N(CCN1CCCCCC1)Cc1cccs1	i	i	0.1	-5.4	i	3.6	i	i	i	i	i
19	O=C(CN1CCOCC1)N1c2ccccc2Sc2ccccc21	i	i	0.0	-1.4	i	5.8	i	i	i	i	i
20	CCCS(=O)(=O)N1CCCC(C(=O)NCCN(C)Cc2ccccc2)C1 (stereo not drawn)	i	i	-0.2	-3.8	i	7.3	i	i	i	i	i
21	COCCN1C(=O)N[C@@H](CCc2ccccc2)[C@H](C(C)=O)[C@H]1C	i	i	-0.1	1.4	i	-6.1	i	i	i	i	i
22	CN(CC(=O)Nc1ccccc1Br)CC(=O)Nc1ccccc1C(F)(F)F	i	i	-0.1	1.5	i	0.9	i	i	i	i	i
23	CCCCCC(=O)NN1C(=S)N(c2ccc(OC)cc2)C(=O)C1CC(=O)Nc1ccccc1 (stereo not drawn)	i	i	-0.2	5.6	i	-23.5	i	i	i	i	i
24	COc1ccc2[nH]c3nc(SCc4nnc(-c5ccc(C)cc5)o4)nnc3c2c1	i	i	-1.0	2.5	i	3.2	i	i	i	i	i
25	COc1cc(S(=O)(=O)N(Cc2ccc(C)cc2)C2CCCCC2)ccc1-n1cnnn1	i	i	0.0	5.7	i	-16.9	i	i	i	i	i
26	CCCCCCNc1nc(-c2ccc(OC)cc2)c(CCC(=O)O)s1	i	i	1.0	9.7	i	-41.2	i	i	i	i	i
27	Cc1cccc(C(=O)O/N=C(\N)CS(=O)(=O)c2ccccc2)c1	i	i	0.7	-6.1	i	4.5	i	i	i	i	i
28	COc1ccc(/C(N)=N/OC(=O)c2ccc3c(c2)OCO3)cc1OC	i	i	2.2	-4.4	i	0.0	i	i	i	i	i
29	O=C(NCc1ccncc1)C(=O)C1C(=O)Nc2ccccc21 (stereo not drawn)	i	i	0.4	0.9	i	3.9	i	i	i	i	i
30	COc1cccc(-c2cc(C(=O)N3CCN(c4ccccc4OC)CC3)no2)c1	i	i	-0.1	3.1	i	-4.4	i	i	i	i	i
31	CC1(CCc2ccc3c(c2)OCO3)NCCc2c1[nH]c1ccccc21 (stereo not drawn)	i	i	-0.1	5.7	i	15.7	i	i	i	i	i
32	Nc1ccccc1SCCS(=O)(=O)c1ccc(Cl)cc1	i	i	-0.2	0.3	i	-5.4	i	i	i	i	i
33	C/C(CCc1ccc2c(c1)OCO2)=N\N=C1\NC(=O)CC(C(=O)Nc2ccc(Cl)cc2)S1 (stereo not drawn)	i	i	0.1	-10.4	i	-1.4	i	i	i	i	i
34	O=C(NNc1cccc(Cl)n1)C1CC1	i	i	0.1	1.3	i	-2.6	i	i	i	i	i
35	COc1cc(C(=O)NC(C)c2ccc(-n3ccnc3)cc2)cc(OC)c1C (stereo not drawn)	i	i	0.4	4.1	i	2.6	i	i	i	i	i
36	CCCCN(C)CCNC(=O)C(NC(=O)C1CCC(C)CC1)C(C)C (stereo not drawn)	i	i	-0.3	-5.0	i	-7.1	i	i	i	i	i
37	CC1(C)Cc2c(c(-c3ccccc3)nc(N3CCOCC3)c2C(N)=O)CO1	i	i	-0.1	0.2	i	19.2	i	i	i	i	i
38	NC(=O)C1CCN(C(=O)CN(c2ccc3c(c2)OCCO3)S(=O)(=O)c2ccccc2)CC1	i	i	-0.1	14.7	i	-19.6	i	i	i	i	i
39	Cc1nc2c3cc(F)ccc3n(Cc3ccccc3F)c2s1	i	i	2.4	11.1	i	-0.7	i	i	i	i	8.98*
40	COc1ccc(-n2nc(C(=O)NCc3ccco3)c3c4ccccc4n(C)c3c2=O)cc1	i	i	-0.3	6.3	i	4.3	i	i	i	i	i
41	COc1ccc(NC(=S)Nc2ccc(Oc3ccccc3)cc2)cc1	i	i	0.8	12.9	i	11.4	i	i	i	i	i
42	Cc1ccc(NC(=O)/C=C/c2ccco2)cc1S(=O)(=O)N1CCCCCC1	i	i	0.4	1.2	i	-2.0	i	i	i	i	i
43	CCN(CC)CCCNCC(=O)Nc1ccc(OC)c(Cl)c1	i	i	-0.4	4.4	i	-0.8	i	i	i	i	i
44	CN(C)/C=C(\C=O)c1c(Cl)cccc1Cl	i	i	-0.3	10.5	i	3.1	i	i	i	i	i
45	CCCCn1c(/N=C/c2ccc3c(c2)OCO3)nc2ccccc21	i	i	-0.1	-0.9	i	15.6	i	i	i	i	i
46	CSc1ccccc1NC(=O)c1cc(C(C)C)on1	i	i	4.1	13.1	i	1.1	i	i	i	i	i
47	O=C(Oc1ccccc1N1C(=O)C2CCCCC2C1=O)c1ccccc1 (stereo not drawn)	i	i	0.0	0.8	i	6.7	i	i	i	i	i
48	O=C(CN1CCC(C(=O)c2ccc(F)cc2)CC1)Nc1ccccc1Cl	i	i	-0.6	12.4	i	-7.3	i	i	i	i	i
49	O=C(Nc1ccc(S(=O)(=O)N2CCOCC2)cc1)c1cccc([N+](=O)[O-])c1	i	i	-0.5	-3.4	i	0.9	i	i	i	i	i
50	CNCc1c(OCc2ccccc2)ccc2ccccc12	-7.05*	i	0.2	2.8	i	7.9	-6*	i	i	i	i
51	O=c1[nH]cc(COCc2ccccc2)c(=O)[nH]1	i	i	-0.2	1.3	i	-14.3	i	i	i	i	i
52	Nc1nonc1-n1nnc(C(=O)N/N=C/c2ccc(F)cc2)c1-c1ccc2c(c1)OCO2	i	i	0.0	10.2	i	16.9	i	i	i	i	i
53	O=C(Cn1c(=O)oc2cc(S(=O)(=O)N3CCCCC3)ccc21)N1CCCCC1	i	i	-1.1	4.9	i	-4.2	i	i	i	i	i
54	CC(=O)c1cccc(NC(=O)N2CCOCC2)c1	i	i	1.2	3.2	i	-0.6	i	i	i	i	i
55	CC(C)C(OC(=O)c1cccs1)C(=O)NCc1ccc(F)cc1 (stereo not drawn)	i	i	0.0	13.6	i	1.0	i	i	i	i	i
56	CCOC(=O)C1=C(C)NC(SCc2cc(=O)[nH][nH]2)=C(C#N)C1c1cccs1 (stereo not drawn)	i	i	-0.1	21.6	i	-0.2	i	i	i	i	i
57	O=C(NCc1cnn(-c2ccccc2)c1)C1CCC(=O)N(C2CC2)C1 (stereo not drawn)	i	i	-0.3	1.5	i	-0.4	i	i	i	i	i
58	CC1CCN(S(=O)(=O)c2ccc3c(c2)N(CC(=O)NCCCN(Cc2ccccc2)C(C)C)C(=O)CO3)CC1	i	i	0.2	-2.7	i	4.1	i	i	i	i	i
59	COc1cccc(-c2nn(-c3ccccc3)cc2C(=O)OCC(=O)Nc2ncc(Cl)cc2Cl)c1	i	i	0.6	19.4	i	8.2	i	i	i	i	i
60	COc1ccc(CN(C)CC(=O)NC(=O)NCc2ccccc2)c(OC)c1	i	i	0.7	2.5	i	-2.2	i	i	i	i	i

(more compounds)
nr	Molecule	TRPC6 inh	RGS4 block	HIF activator	SKKanGAS inh	MrgX1 antag	Platelet DG rel	TRPC4 inh	RGS4 act	MrgX1 agonist	TRPC6 activator	MrgX1 allo act
61	COCCN1C(=O)N(c2cccc(OC)c2)C(=O)C1CC(=O)Nc1ccc(Cl)cc1 (stereo not drawn)	i	i	-0.6	5.5	i	5.2	i	i	i	i	i
62	CCOc1ccc(S(=O)(=O)N2CCOCC2)cc1NC(=O)C1=COCCO1	i	i	-9.1	7.6	i	-8.0	i	i	i	i	i
63	CC(C)C(=O)Nc1ncc2c(n1)CC(c1cccs1)CC2=O (stereo not drawn)	i	i	0.0	4.5	i	64.7*	i	i	i	i	i
64	O=C(O)C1CC=CCC1C(=O)Nc1cccc(C(=O)N2CCCCC2)c1 (stereo not drawn)	i	i	/	-7.3	i	-2.4	i	i	i	i	i
65	Cc1ccc2c(n1)CC(C)(C)C/C2=N\O	i	i	0.4	2.2	i	-1.2	i	i	i	i	i
